# High-throughput results deposited in PubChem by National Center for Advancing Translational Sciences (NCATS).
# A549 tox – counter-screen for Nrf2 inhibitors: cytotoxicity in A549 cells; AID 504648; A549 ARE-Fluc cells, CellTiter-Fluor viability, 18-24 h; Potency, µM (titrated, usually from 46 µM), for the others: top-dose activity change, negative = cytotoxicity, hits mostly inhibitors; hit rate 0.16% among 390,000; also: potency is read from the fitted curve at half-maximal effect; % is scaled to controls: 0 for no effect and ±100 for the full control effect
#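 A549 ARE-Fluc cells in 5% FBS OPTI-MEM, 5000 cells/well, rested 2 h then exposed to compounds in concentration-response for 18-24 h at 37 °C. Viability by CellTiter-Fluor fluorescence (Ex 405/Em 525) after 30 min; luciferase luminescence (BugLite, 15 min, RT) read afterwards.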
# Nrf2 inh – inhibitors of Nrf2 signaling; A549 ARE-Fluc reporter, luciferase luminescence, 18-24 h; Potency, µM (doses to about 46 µM), inactives show at the top dose activity change, negative = inhibition, most hits filed as inhibitors; hit rate 2.1% among 360,000; AID 504444; also: potency is read from the fitted curve at half-maximal effect; % is scaled to controls: 0 for no effect and ±100 for the full control effect; nearly all actives have a fitted effect of over 60% in size
#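 Cells were seeded and rested 2 h, then exposed to compounds for 18-24 h. CellTiter-Fluor was read first as a viability measure. BugLite was added 15 min before the final luminescent read of ARE-luciferase activity in A549 cells.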
# pAkt inh – Akt phosphorylation inhibition | Neuro2A IGF-stimulated pAkt S473 HTRF, 20 min; stronger effect = lower value | activity change, % for hits at 50 µM | hit rate 0.32% among 360,000; in the data active = activity change below about -80%; inconclusive = mostly about -51% to -80%; also: % is scaled to controls: 0 for no effect and ±100 for the full control effect
#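 Single-point screen (50 µM final compound) in Neuro2A cells stimulated 20 min with 6 nM IGF at 37 deg C. After lysis, Ser473-phosphorylated Akt read by HTRF (ex 330 nm, em 615/665 nm) as the 665/615 ratio.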
# Mm-Cpn inhibitor – M. maripaludis TRiC chaperonin inhibition | AID 504842 | Potency, µM (series often up to 76.9 µM), inactives show at the highest dose activity, negative = inhibition, usual class: inhibitors | purified Mm-Cpn ATPase, ADP Transcreener TR-FRET | hit rate 0.031% among 330,000; also: potency is read from the fitted curve at half-maximal effect; % is scaled to controls: 0 for no effect and ±100 for the full control effect; nearly all actives have a fitted effect of over 80% in size
#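 Purified archaeal chaperonin (25 nM final) was preincubated with compound for 10 min at 37°C, then ATP (10 uM final) was added for 30 min at 37°C in Tris pH 7.4/KCl/MgCl2/DTT buffer. ADP was quantified by HTRF Transcreener TR-FRET.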
# TGFb SMAD3 inh – TGF-b pathway inhibition; Potency, µM (series often up to 46.1 µM), for the others: top-dose activity, negative = inhibition, most hits filed as inhibitors; HepG2 CAGA-GFP TGF-b/SMAD3 reporter, GFP fluorescence, 18 h; TGF-beta stimulated, 500 pg/mL final; hit rate 1.2% among 410,000; also: potency is read from the fitted curve at half-maximal effect; % is scaled to controls: 0 for no effect and ±100 for the full control effect; nearly all actives have a fitted effect of over 65% in size
#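 HEPG2 CAGA-GFP cells (1000/well, DMEM with 1% FBS) were pre-incubated 2 h at 37 degrees C, given compound by pin tool, then stimulated with TGF-beta at 500 pg/mL final for 18 h before per-cell GFP fluorescence imaging.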
# CCT modulator – cytosolic chaperonin activity modulation. purified chaperonin ATPase assay, HTRF ADP detection, 30 min. activity change, % (no concentration beside the values), hits read low. hit rate 0.3% among 360,000. AID 651819; in the data active = activity change below about -30%; also: % is scaled to controls: 0 for no effect and ±100 for the full control effect
#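 TRiC at 40 or 20 nM final (batch-dependent) in 30 mM Tris pH 7.4, 100 mM KCl, 5 mM MgCl2, 1 mM DTT, with compound at single 76 uM and 10 uM ATP, 30 min at 37 deg C. ADP detected by HTRF Transcreener, 665/615 ratio.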
# EPAC2 antagonist – antagonists of human EPAC2. Q8WZA2. EPAC2 GEF exchange of Rap1B-BODIPY-GDP, fluorescence. Potency, µM (doses to about 114 µM), without a hit: top-dose activity, negative = inhibition, hits mostly inhibitors. hit rate 0.18% among 360,000. AID 720708; also: potency is read from the fitted curve at half-maximal effect; % is scaled to controls: 0 for no effect and ±100 for the full control effect; nearly all actives have a fitted effect of over 45% in size; many of its hits are not listed in these tables
# Target sequence (Q8WZA2 whole entry, looked up): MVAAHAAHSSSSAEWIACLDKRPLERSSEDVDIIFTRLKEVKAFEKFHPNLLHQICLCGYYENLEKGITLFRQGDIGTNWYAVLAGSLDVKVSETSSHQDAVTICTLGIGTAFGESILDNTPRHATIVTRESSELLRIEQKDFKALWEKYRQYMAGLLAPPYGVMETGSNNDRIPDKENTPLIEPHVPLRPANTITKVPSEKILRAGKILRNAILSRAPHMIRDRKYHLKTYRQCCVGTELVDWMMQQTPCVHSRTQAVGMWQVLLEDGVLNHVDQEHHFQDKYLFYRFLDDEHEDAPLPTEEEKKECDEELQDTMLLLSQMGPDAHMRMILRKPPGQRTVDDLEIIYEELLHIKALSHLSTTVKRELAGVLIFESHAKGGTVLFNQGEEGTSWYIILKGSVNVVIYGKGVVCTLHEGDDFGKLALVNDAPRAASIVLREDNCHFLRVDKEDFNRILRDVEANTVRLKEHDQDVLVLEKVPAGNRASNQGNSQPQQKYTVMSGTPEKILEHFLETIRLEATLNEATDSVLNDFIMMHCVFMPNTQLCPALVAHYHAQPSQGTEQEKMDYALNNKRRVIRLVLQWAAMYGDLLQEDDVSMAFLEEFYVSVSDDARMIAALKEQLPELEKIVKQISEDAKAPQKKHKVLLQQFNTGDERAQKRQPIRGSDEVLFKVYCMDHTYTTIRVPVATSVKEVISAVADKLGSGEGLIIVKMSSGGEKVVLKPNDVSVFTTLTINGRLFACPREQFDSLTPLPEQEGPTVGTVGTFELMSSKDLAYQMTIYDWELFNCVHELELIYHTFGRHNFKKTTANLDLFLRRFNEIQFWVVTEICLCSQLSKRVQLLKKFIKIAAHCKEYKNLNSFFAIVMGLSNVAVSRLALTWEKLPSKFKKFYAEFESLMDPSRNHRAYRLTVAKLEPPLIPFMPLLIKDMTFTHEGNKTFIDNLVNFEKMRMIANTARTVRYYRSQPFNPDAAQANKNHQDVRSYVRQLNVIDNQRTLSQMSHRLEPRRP
# EPAC2 agonist – activates human EPAC2 exchange factor; Potency, µM (doses to about 154 µM), without a hit: at the top dose activation, most hits filed as activators; EPAC2 activation, biochemical qHTS; response scale: 100% = 6.5 mM cAMP response; Q8WZA2; hit rate 0.079% among 360,000; also: potency is read from the fitted curve at half-maximal effect; nearly all actives have a fitted effect of over 50% in size
#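 Readout is BODIPY fluorescence (480 nm excitation, 540 nm emission), which falls as labeled GDP is exchanged off Rap1B. EPAC2 at 100 nM acted on 250 nM RAP1B-BODIPY-GDP with 50 uM GDP present.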
# Nrf2 activator – activates Nrf2 signaling | AREc32 ARE-luciferase reporter (MCF7-derived line), luminescence, 24 h | Potency, µM (series often up to 46.1 µM), for the others: top-dose activation, most hits filed as activators | hit rate 0.31% among 410,000 | AID 624171; also: potency is read from the fitted curve at half-maximal effect; % of control where 0% means no effect; nearly all actives have a fitted effect of over 65% in size
#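 Each well held 1000 AREc32 cells, which were incubated with compound for 24 hr at 37 deg C after overnight attachment, and ARE reporter activity was quantified by firefly luciferase luminescence.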
# * hit, by the source's call; i = inactive; ? = inconclusive; / = no result given; [ ] = dose if it differs, or a comment. Unless noted, calls follow the shape of the dose curve; as a rule, active = well fitted curve in the direction sought with a large enough effect; inconclusive = small, poorly fitted or top-dose-only effect, or another doubt; inactive = no such curve, though single readings can be large; an effect the other way counts as inactive or inconclusive. Not all compounds are listed (hit frequency here may not be typical).
SMILES,A549 tox,Nrf2 inh,pAkt inh,Mm-Cpn inhibitor,TGFb SMAD3 inh,CCT modulator,EPAC2 antagonist,EPAC2 agonist,Nrf2 activator
Cc1cccc(OCCC(=O)NNC(=O)Cn2nc(C)cc2C)c1,-3%,4%,i,4%,-4%,2.1,-4%,-1%,-0.1%
Cc1c(Cc2ccccc2)sc(NC(=O)c2ccco2)c1C(N)=O,?,?,i,-3%,-5%,0.7,-9%,11%,0.6%
COc1cc(CN2C[C@@H](CO)O[C@@H](n3cnc4c(N5CCOCC5)ncnc43)C2)cc(OC)c1OC,/,/,i,/,20%,-3.3,-2%,1%,-0.4%[9.22 µM]
CC(C)(C(=O)O)c1ccc([C@H](O)CCCN2CCC(C(O)(c3ccccc3)c3ccccc3)CC2)cc1,4%,-2%,i,-5%,15%,-1.8,3%,-1%,-0.5%
O=C(N/N=C/c1ccccc1)c1ccc2c(c1)OCO2,-2%,1%,i,-11%,-8%,-2.2,-4%,7%,-0.7%
O=C(Cc1ccc(F)cc1)Nc1ccc(S(=O)(=O)N2CCCCC2)cc1,-4%,?,i,-3%,0%,3.1,-21%,1%,1.7%
COc1ccc(/C=C(/C(=O)N2CCCCC2C(=O)O)c2ccc(OC)c(OC)c2)cc1 (stereo not given),-1%,-2%,i,-2%,1%,-0.1,8%,8%,-0.2%
CCC(C(=O)Nc1nc(C)c(C)s1)c1ccccc1 (stereo not given),2%,-7%,i,-5%,17%,1.5,-10%,-1%,-0.6%
O=C1CCCC(O)=C1C(C#Cc1ccccc1)C1=C(O)CCCC1=O,-3%,-3%,i,-3%,?,-1.3,-5%,10%,?
O=C(C1CCCN1S(=O)(=O)c1cccc2cccnc12)N1CCc2ccccc21 (stereo not given),-8%,-9%,i,0%,-21%,-2.0,-12%,5%,-0.1%
CC(NC(=O)CN1C(=O)NC(c2ccccc2)(c2ccccc2)C1=O)c1cccs1 (stereo not given),2%,-16%,i,0%,-5%,-2.5,-15%,9%,-0.3%
COc1ccc(C(=O)OCC(=O)Nc2ccc3[nH]c(=O)[nH]c3c2)c(OC)c1OC,-5%,11%,i,-5%,-7%,-1.7,-3%,0%,0.4%
COC(=O)[C@H](CC(C)C)NC(=O)CCc1nnc(COc2ccccc2)o1,-8%,14%,i,-1%,8%,0.2,-3%,6%,-0.4%
C=CCn1ccc(=NC=C(C#N)C#N)c2ccccc21,?,?,i,-2%,-1%,-1.2,-2%,-10%,3.3%
CCOCCCNS(=O)(=O)c1ccc(OC)c(Cl)c1Cl,6%,-4%,i,-1%,-2%,-1.6,-17%,8%,-0.1%
NC(=O)Cn1nnc(-c2ccc(NC(=O)c3ccc(F)cc3)cc2)n1,-9%,?,i,1%,2%,-0.8,0%,20%,6.2%
CCOC(=O)c1cccc(NC(=O)CCc2c(C)nn(-c3ccc(N4CCOCC4)nn3)c2C)c1,11%,?,/,/,?,/,/,/,0.1%
COc1cc(C(c2c(C)[nH][nH]c2=O)c2c(C)[nH][nH]c2=O)cc(Cl)c1O,-1%,-29%,i,-17%,5%,-1.6,14%,8%,-0.6%
O=C(COC(=O)c1ccccc1Nc1ccccc1)c1ccccc1,-5%,11%,i,-1%,-4%,-1.5,9%,14%,3.0%
CCCCOC(=O)c1nnc(-c2ccccc2)o1,2%,?,i,1%,6%,-0.4,-10%,10%,0.2%

# Ordered by length of the SMILES (descending): part of the list above
SMILES,A549 tox,Nrf2 inh,pAkt inh,Mm-Cpn inhibitor,TGFb SMAD3 inh,CCT modulator,EPAC2 antagonist,EPAC2 agonist,Nrf2 activator
COc1ccc(C(=O)OCC(=O)Nc2ccc3[nH]c(=O)[nH]c3c2)c(OC)c1OC,-5%,11%,i,-5%,-7%,-1.7,-3%,0%,0.4%
COC(=O)[C@H](CC(C)C)NC(=O)CCc1nnc(COc2ccccc2)o1,-8%,14%,i,-1%,8%,0.2,-3%,6%,-0.4%
Cc1cccc(OCCC(=O)NNC(=O)Cn2nc(C)cc2C)c1,-3%,4%,i,4%,-4%,2.1,-4%,-1%,-0.1%
CCCCOC(=O)c1nnc(-c2ccccc2)o1,2%,?,i,1%,6%,-0.4,-10%,10%,0.2%

# Going on with the list.
SMILES,A549 tox,Nrf2 inh,pAkt inh,Mm-Cpn inhibitor,TGFb SMAD3 inh,CCT modulator,EPAC2 antagonist,EPAC2 agonist,Nrf2 activator
Cc1ccnc(OC(C(=O)O)C(OCc2ccccc2)(c2ccc(F)cc2)c2ccc(F)cc2)n1 (stereo not given),-6%,-24%,i,0%,-27%,-13,-4%,-2%,-0.1%
COc1ccccc1C(=O)NCc1ccc2c(c1)OCO2,-1%,-23%,i,0%,18%,-0.3,11%,1%,2.8%
O=C1OCC2=C1C(c1ccc(F)cc1)Sc1ccccc1N2 (stereo not given),-16%,-27%,i,-2%,8%,-2.1,5%,-17%,-0.6%
O=C(COc1cccnc1[N+](=O)[O-])NCc1ccc(F)cc1,-1%,9%,i,1%,-1%,-1.3,3%,4%,-0.1%
Cc1ccc(C(O)c2nc3ccccc3n2C)cc1 (stereo not given),-6%,-1%,i,0%,-1%,0.6,-11%,-1%,2.9%
Cc1ccccc1NC(=O)c1ccccc1NC(=O)CCC(=O)O,11%,21%,i,1%,7%,-1.3,20%,-5%,-0.4%[9.22 µM]
CCOC(=O)C1=C(C)N(CCCC(=O)O)C(=O)NC1c1ccccc1OS(=O)(=O)c1ccc(C)cc1 (stereo not given),-2%,-21%,i,1%,-16%,-2.1,-3%,10%,0.1%
COc1ccc(-n2c(=S)[nH]c3c(sc(=S)n3-c3ccccc3)c2=O)c(OC)c1,1%,-1%,i,2%,-9%,-0.7,2%,14%,-0.7%
O=C(CN1CCN(c2nc(-c3ccccc3)cs2)CC1)Nc1ccc2c(c1)OCO2,?,?,i,0%,-28%,2.1,-4%,11%,0.2%
Cn1c(=O)c(C(=O)NCc2ccccc2Cl)c(O)c2ccccc21,1%,4%,i,0%,12%,-3.4,5%,4%,0.1%
CCOc1cc(S(=O)(=O)NCc2ccco2)c(OCC)cc1-n1cnnn1,7%,11%,i,3%,-4%,1.0,9%,4%,20%
O=Cc1cccn1-c1cccnc1,-6%,-16%,i,-1%,-1%,-1.9,1%,3%,-0.6%
CC(C(=O)O)c1ccc(C(=O)c2ccccc2)s1 (stereo not given),2%,30%,/,-3%,-23%,-0.7,-6%,5%,0.5%
CC(C)(C)NC(=O)NC(=O)COC(=O)c1c(F)cccc1Cl,1%,-29%,i,0%,-1%,1.1,-2%,-1%,4.1%
CS(=O)(=O)N(CC(=O)N1CCN(c2ccccc2F)CC1)c1cccc(C(F)(F)F)c1,-8%,-19%,i,2%,?,-2.6,-14%,-9%,0.0%
CCOC(=O)C1CCCN(Cc2cccc(Cl)c2)C1 (stereo not given),2%,14%,i,-2%,-17%,1.0,16%,7%,-0.5%
CN1CCN(C(=O)c2cccc(S(=O)(=O)N3CCCCC3)c2)CC1,-3%,11%,i,3%,-3%,1.8,15%,4%,-0.3%
O=C(O)CCC(=O)N1CCN(Cc2ccc3c(c2)OCO3)CC1,0%,-8%,i,-1%,15%,-1.1,-5%,2%,0.2%
O=C(/C=C/c1cccc([N+](=O)[O-])c1)OCC1CCCO1 (stereo not given),0%,-7%,i,3%,-1%,2.3,-11%,-6%,9.1%
O=C(CC(c1ccccc1)c1cc(Br)ccc1O)NCc1ccco1 (stereo not given),0%,/,i,-1%,?,0.5,0%,0%,3.1%
Cc1cccc(NC(=S)N=Nc2c(O)n(CN3CCOCC3)c3ccccc23)c1C,?,?,i,0%,2.2µM*,1.6,3%,-7%,?
CC(C#N)(Cc1ccccc1)Nc1ccccc1 (stereo not given),9%,20%,i,/,-10%,-3.1,-2%,14%,1.1%
COc1ccccc1NS(=O)(=O)c1cc2c3c(c1)CCN3C(=O)CC2,2%,?,i,1%,-3%,-1.0,-24%,6%,0.9%
CCc1ccc(OCC(=O)Nc2ccc(N3CCN(C(=O)c4ccccc4)CC3)cc2)cc1,-8%,14%,i,-4%,-1%,-1.1,3%,-4%,-0.5%
Cc1ccccc1CN1CCN(C2CCC2)CC1CCO (stereo not given),-1%,-1%,i,0%,-2%,1.2,4%,-4%,-0.2%
COc1ccc(C(=O)Nn2c(C3CCC3)nc3ccccc3c2=O)c(OC)c1,-9%,1%,i,-1%,0%,-2.2,4%,2%,0.1%
Cc1ccc(NC(=O)CCN2CCCCC2)cc1,1%,?,i,-1%,1%,0.5,4%,-6%,0.3%
CCC(=O)Nc1cccc(-c2nnc(SCC(=O)c3ccccc3)n2C)c1,1%,1%,i,-1%,-13%,0.7,-1%,4%,3.7%
O=C(COc1ccc(Cl)cc1Cl)NC1CCSC1=O (stereo not given),0%,7%,i,1%,9%,-2.3,2%,6%,1.9%
CC1CCCC(C)N1C(=O)Cn1nnc(-c2ccc([N+](=O)[O-])cc2)n1 (stereo not given),-5%,-5%,i,-1%,-3%,1.9,-6%,10%,0.2%
COC(=O)c1cnc(N)s1,0%,13%,i,/,0%,-4.4,7%,6%,-1.6%
O=C(CSc1n[nH]c(-c2ccccn2)n1)Nc1ccccc1F,0%,-12%,i,1%,-29%,-3.0,-2%,14%,0.3%
CCC1C/C(=C/c2cccs2)C(=O)/C(=C/c2cccs2)C1 (stereo not given),2%,5%,i,0%,?,-2.8,-2%,11%,5.6µM*
CN(C(=O)COC(=O)Cc1ccc(Cl)cc1)C1CCCCC1,0%,-4%,i,1%,-9%,-3.6,1%,9%,0.2%
CC(C)(C)C(=O)NC(=S)NNC(=O)c1ccc(Cl)cc1Cl,?,8.2µM*,i,-1%,?,0.1,14%,-4%,0.1%
